Avidin fluor: avidin bead compound fluorescence profile; Avidin beads, compound fluorescence 488/530 nm, flow cytometry; stronger effect = higher value; fluorescence (KMESF) at 10 µM; 220,000 compounds, 0.38% hits; AID 1775; in the data active = fluorescence above about 47; also: inactives centre near 10
Rab7 wt modul: modulators of GTP binding to dog Rab7 wildtype GTPase | GST-Rab7 beads, fluorescent GTP binding, flow cytometry; actives lie on both sides; untreated = 100%, excess cold GTP = 0% | 190,000 compounds, 0.055% hits | GTP binding activity (percent of control), % at 10 µM | AID 758;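 active = fluorescent GTP binding to Rab7 beads changed by at least 20 points from the 100% baseline, either direction, mostly lower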;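 also: median green fluorescence of bound Bodipy-FL-GTP per Rab7 bead population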
Rab2 wt GTP: changes GTP binding to wildtype dog Rab2A, up or down; P61105; GST-Rab2 wt beads, Bodipy-GTP binding, flow cytometry; GTP binding activity, % at 10 µM; 190,000 compounds, 0.19% hits; AID 760;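 active = GTP binding activity at least 20 points away from 100%, either lowered or raised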;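 also: 0% = beads with excess unlabeled GTP and 100% = no-compound control corrected for plate trend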
GSH bead fluor: GSH bead compound fluorescence profile | 190,000 compounds, 0.25% hits | fluorescence (KMESF) at 10 µM | GSH beads flow cytometry, compound fluorescence 488/530 nm; stronger effect = higher value; in the data active = fluorescence above about 89;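 also: glutathione beads carrying GST-tagged Bcl family fusion proteins plus one bare bead set; values are compound well signal with DMSO vehicle wells as background; inactives centre near 16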
HRas wt GTP: human HRas wildtype GTP binding, change in either direction; P01112; GST-Ras wt beads, Bodipy-FL-GTP binding, flow cytometry; actives lie on both sides; GTP binding activity, % at 10 µM; 190,000 compounds, 0.14% hits; AID 759;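 active = GTP binding activity at least 20% away from the 100% baseline, either lowered as inhibitor or raised as activator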;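 also: 0% = unlabeled GTP competition control and 100% = no-compound control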
Target sequence (P01112 whole entry, looked up): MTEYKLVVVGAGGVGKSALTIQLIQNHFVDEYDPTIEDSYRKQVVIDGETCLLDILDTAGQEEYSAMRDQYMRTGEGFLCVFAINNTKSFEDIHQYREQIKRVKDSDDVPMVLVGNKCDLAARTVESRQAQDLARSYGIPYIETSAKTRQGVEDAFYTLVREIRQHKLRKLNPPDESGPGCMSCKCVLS
Mcl1-Bid inh: Mcl-1/Bid interaction inhibition | 220,000 compounds, 0.97% hits | Q07820 | TR-FRET Mcl-1/Bid-Dy647 peptide binding, 1536-well | inhibition, % at 21.7 µM;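 active = compounds that cut the binding signal by more than half at the single screening dose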;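 also: His-tagged Mcl-1 with europium anti-His antibody binding Bid BH3 peptide; 0% = Mcl-1 plus peptide wells and 100% = peptide-only wells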
Target sequence (Q07820 whole entry, looked up): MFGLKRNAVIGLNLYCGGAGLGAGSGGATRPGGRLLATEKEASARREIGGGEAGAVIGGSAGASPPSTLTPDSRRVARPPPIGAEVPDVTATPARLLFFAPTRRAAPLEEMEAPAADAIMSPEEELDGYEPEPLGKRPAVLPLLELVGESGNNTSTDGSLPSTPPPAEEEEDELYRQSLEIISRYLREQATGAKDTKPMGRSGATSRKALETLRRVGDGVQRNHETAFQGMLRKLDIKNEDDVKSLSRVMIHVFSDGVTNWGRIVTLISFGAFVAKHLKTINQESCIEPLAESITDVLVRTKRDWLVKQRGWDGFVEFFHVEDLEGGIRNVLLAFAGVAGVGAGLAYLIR
Pf gamet viab: inhibitors of late stage P. falciparum gametocyte viability; P. falciparum stage V gametocytes, ATP luminescence, 24 h; 150,000 compounds, 0.065% hits; inhibition, % at 10.9 µM; AID 743093;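 active = inhibition above the mean plus 3 SD of compounds within the control limits, set per campaign, cut at about 38% in these data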;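 also: 0% = DMSO wells and 100% = medium only without gametocytes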
Rac1 act GTP bind: alters GTP binding to activated mutant human Rac1 | P63000 | GST-Rac1 activated beads, fluorescent GTP binding, flow cytometry; actives lie on both sides; 100% means binding = to untreated wells | percent activity (GTP binding), % at 10 µM | 190,000 compounds, 0.11% hits;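 active = GTP binding at least 20 percentage points away from the 100% baseline, in either direction, so actives lie on both sides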
Mcl1-Noxa inh: Mcl-1/Noxa interaction inhibition; Q07820; TR-FRET Mcl-1/Noxa peptide binding, 2 h; inhibition, % at 21.7 µM; 220,000 compounds, 1.5% hits; AID 1022;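 active = compounds that cut the protein-peptide binding signal by more than 50% relative to plate controls in a single-dose test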;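 also: His-tagged Mcl-1 with rhodamine Noxa BH3 peptide and terbium anti-His antibody; 0% = Mcl-1 plus Noxa peptide wells and 100% = peptide-only wells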
Rac1 wt modul: alters GTP binding to wildtype human Rac1; GTP binding activity (% of control), % at 10 µM; P63000; AID 757; 190,000 compounds, 0.27% hits; GST-Rac1 beads, fluorescent GTP binding, flow cytometry; actives lie on both sides; 0 = cold GTP competed, 100 = untreated;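 active = GTP binding activity at least 20 points away from the 100% control level, either lower or higher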
Cdc42 wt: human Cdc42 wildtype GTP binding change, either direction; 190,000 compounds, 0.2% hits; AID 761; percent activity (GTP binding), % at 10 µM; P60953; GST-Cdc42 beads, Bodipy-GTP binding, flow cytometry; actives lie on both sides;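 active = percent activity GTP binding at least 20 points away from the 100% baseline, either down as inhibitor or up as activator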;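 also: median bead fluorescence of bound Bodipy-FL-GTP at 100 nM; 0% = excess unlabeled GTP control and 100% = no compound control; below 100% means less GTP binding so inhibitor and above means activator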
Target sequence (P60953 whole entry, looked up): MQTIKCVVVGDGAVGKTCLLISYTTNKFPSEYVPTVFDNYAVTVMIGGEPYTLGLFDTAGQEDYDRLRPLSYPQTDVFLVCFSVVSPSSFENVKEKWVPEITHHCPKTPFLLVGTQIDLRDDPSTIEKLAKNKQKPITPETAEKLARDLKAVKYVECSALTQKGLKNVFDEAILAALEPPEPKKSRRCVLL
Numbers without * were called inactive; nt = no result given. An unsorted share of the library; any-hit rate near 3%.

SMILES	Avidin fluor	Rab7 wt modul	Rab2 wt GTP	GSH bead fluor	HRas wt GTP	Mcl1-Bid inh	Pf gamet viab	Rac1 act GTP bind	Mcl1-Noxa inh	Rac1 wt modul	Cdc42 wt
O=C(Nc1cccnc1)c1sc2cccc(F)c2c1Cl	11	105	95	15	96	-2	-9	96	10	100	96
Cc1cc(C)c2nc(-c3ccccn3)cc(C(=O)NCc3ccc(S(N)(=O)=O)cc3)c2c1	7	102	99	12	95	-56	6	94	10	99	100
O=C(COC(=O)C1CCN(S(=O)(=O)c2cccc3cccnc23)CC1)c1ccccc1	13	95	99	20	100	-19	-3	102	9	101	101
CC(C)OC(=O)CCCNc1ccc([N+](=O)[O-])cc1[N+](=O)[O-]	17	102	103	17	104	-36	14	103	18	104	100
CCOc1ccc(N2CC(C(=O)Nc3ccc(S(=O)(=O)N4CCOCC4)cc3)CC2=O)cc1 (stereo not given)	12	102	101	7	100	-36	-7	98	-5	101	98
COc1ccc(NC(=O)C2CCCO2)cc1OC (stereo not given)	6	103	101	14	103	-41	nt	101	-10	107	105
C1=CC2CC1CC2CN1CCN(c2ccccc2)CC1 (stereo not given)	10	97	98	6	100	12	nt	98	34	103	99
O=C(Nc1ccc(Cn2cccn2)cc1)c1ccc(COc2ccc(Br)cc2)cc1	13	103	101	13	101	-6	-15	100	-6	104	102
O=C(COc1ccccc1[N+](=O)[O-])NCCC1=CCCCC1	25	102	99	11	97	-12	3	95	18	99	96
CNC(=S)Nc1cccc(S(=O)(=O)NC2=NCCC2)c1	7	104	103	20	99	-33	-3	97	11	102	101

Part of the list above in order of heavy-atom count, high to low.
SMILES	Avidin fluor	Rab7 wt modul	Rab2 wt GTP	GSH bead fluor	HRas wt GTP	Mcl1-Bid inh	Pf gamet viab	Rac1 act GTP bind	Mcl1-Noxa inh	Rac1 wt modul	Cdc42 wt
CCOc1ccc(N2CC(C(=O)Nc3ccc(S(=O)(=O)N4CCOCC4)cc3)CC2=O)cc1 (stereo not given)	12	102	101	7	100	-36	-7	98	-5	101	98
Cc1cc(C)c2nc(-c3ccccn3)cc(C(=O)NCc3ccc(S(N)(=O)=O)cc3)c2c1	7	102	99	12	95	-56	6	94	10	99	100
O=C(COC(=O)C1CCN(S(=O)(=O)c2cccc3cccnc23)CC1)c1ccccc1	13	95	99	20	100	-19	-3	102	9	101	101
O=C(Nc1ccc(Cn2cccn2)cc1)c1ccc(COc2ccc(Br)cc2)cc1	13	103	101	13	101	-6	-15	100	-6	104	102
CC(C)OC(=O)CCCNc1ccc([N+](=O)[O-])cc1[N+](=O)[O-]	17	102	103	17	104	-36	14	103	18	104	100
C1=CC2CC1CC2CN1CCN(c2ccccc2)CC1 (stereo not given)	10	97	98	6	100	12	nt	98	34	103	99
COc1ccc(NC(=O)C2CCCO2)cc1OC (stereo not given)	6	103	101	14	103	-41	nt	101	-10	107	105

Back to the main list; the three compounds before the break are reprinted first.
SMILES	Avidin fluor	Rab7 wt modul	Rab2 wt GTP	GSH bead fluor	HRas wt GTP	Mcl1-Bid inh	Pf gamet viab	Rac1 act GTP bind	Mcl1-Noxa inh	Rac1 wt modul	Cdc42 wt
O=C(Nc1ccc(Cn2cccn2)cc1)c1ccc(COc2ccc(Br)cc2)cc1	13	103	101	13	101	-6	-15	100	-6	104	102
O=C(COc1ccccc1[N+](=O)[O-])NCCC1=CCCCC1	25	102	99	11	97	-12	3	95	18	99	96
CNC(=S)Nc1cccc(S(=O)(=O)NC2=NCCC2)c1	7	104	103	20	99	-33	-3	97	11	102	101
O=C(c1cccc(C(=O)N2CCN(c3ccccc3)CC2)c1)N1CCN(c2ccccc2)CC1	9	97	98	22	97	-20	-13	96	20	96	99
CCOc1ccc(C(=O)NCC(=O)OCC(=O)N2CCCCC2)cc1	8	103	103	50	104	-36	nt	101	3	108	107
C/C=C/Cn1c(SCc2ccc(Cl)cc2)nc2c1c(=O)[nH]c(=O)n2C	9	104	104	32	104	4	-6	101	-9	108	106
COc1cccc(C2/C(=C(\O)c3ccc4c(c3)OCO4)C(=O)C(=O)N2CCN(C)C)c1OC (stereo not given)	12	100	103	33	101	-27	7	98	15	104	101
Cc1c(NC(=O)c2ccc(N(C)S(=O)(=O)c3ccccc3)cc2)c(=O)n(-c2ccccc2)n1C	5	95	100	12	101	-39	-4	98	9	108	101
Cc1ccc(NC(=O)CC2SC3=NCCCN3C2=O)c(C)c1 (stereo not given)	10	93	92	37	93	-12	9	90	nt	88	92
CC1(C)Cc2nc3sc(C(=O)NCCO)c(N)c3cc2CO1	nt	98	103	18	104	-23	nt	98	3	104	100
CC(=O)Nc1nc2ccccc2n1Cc1ccccc1	20	102	99	10	102	2	24	95	21	99	99
NS(=O)(=O)c1ccc(CCNC(=S)Nc2ccc(F)cc2)cc1	8	102	101	15	103	-32	-10	99	1	106	101
COC(=O)c1cc(C(=O)OC)cc(-n2c(C)cc(C=O)c2C)c1	10	97	97	13	95	-51	8	95	7	98	95
Cc1ccc(NC(=O)CO/N=C/c2ccccc2C)c(C)c1	21	104	99	7	98	-59	9	98	-3	97	97
CC(=O)NC(Cc1c[nH]c2ccccc12)C(=O)N1CCc2ccccc2C1 (stereo not given)	14	96	95	24	98	-15	nt	95	-3	96	99
Fc1ccc(Nc2ccc(-c3ccc(F)cc3)nn2)cc1	8	100	96	26	95	-3	nt	93	-5	94	94
Cc1cc(C)cc(Oc2nn[nH]n2)c1	4	97	101	18	99	2	nt	100	19	97	100
Cc1occc1-c1n[nH]c(=S)n1-c1ccccc1	2	92	95	5	97	-10	nt	94	32	98	96
CCN(CC(O)COc1ccc(OCC(O)CN(CC)C2CCCCC2)cc1)C1CCCCC1 (stereo not given)	22	94	94	19	94	-9	12	91	-18	96	94
O=c1[nH]c(C2CCN(S(=O)(=O)c3ccccc3)CC2)nc2c1nnn2Cc1ccccc1	3	100	97	12	96	-9	-6	93	3	95	96
CCn1ccc(C(=O)Oc2ccc(Cl)cc2)n1	13	104	103	33	102	-29	-25	99	23	109	103
COc1ccc(C(=O)N(Cc2ccco2)Cc2cccs2)c(O)c1	36	98	100	23	99	-14	nt	99	5	100	103
O=C(COC(=O)c1ccccc1NS(=O)(=O)c1ccc(Cl)cc1)NCc1ccccc1	14	96	98	11	99	5	-7	97	6	102	100
O=C(NC(c1ccccc1)c1cc(Cl)c2cccnc2c1O)c1cccnc1 (stereo not given)	8	97	97	13	99	-18	3	100	-27	100	99
CCC1(c2ccccc2)NC(=O)N(CC#N)C1=O (stereo not given)	11	103	97	15	97	30	12	95	11	94	94
Cc1cc(C)c(C)c(S(=O)(=O)NCC(=O)Nc2sc3c(c2C(N)=O)CCCC3)c1C	6	98	97	53	99	0	nt	96	-9	100	100
CCc1ccc(Nc2cc(=O)n(C3CCCCC3)c(=O)[nH]2)cc1	11	94	93	33	96	-9	nt	91	nt	91	94
Cc1cc(=O)n2c(nc3ccccc32)[nH]1	4	90	92	22	91	0	15	88	23	91	89
C/C=C/c1ccc(OCCCCOc2c(OC)cccc2OC)c(OC)c1	17	95	100	10	99	-23	-14	99	-1	101	96
O=c1nc(NCc2ccccc2Cl)cn[nH]1	10	103	100	11	102	8	-1	100	11	105	105
CCN1CCN(C(c2ccccc2)c2nnnn2Cc2ccccc2)CC1 (stereo not given)	4	102	98	15	102	34	nt	99	43	106	103
Brc1ccc2c(c1)C(C1=NCCN1)c1ccccc1CS2 (stereo not given)	3	103	101	9	102	-41	-8	97	12	106	99
CCOC(=O)c1cccc(N2C(=O)C3C(C(=O)NC4CC4)C4(C)C=CC3(O4)C2C(=O)NC(C)(C)C)c1 (stereo not given)	6	95	99	12	97	-31	nt	99	-3	101	99
COc1ccc(C(=O)Nc2nc(-c3cccs3)c(NC(C)=O)s2)cc1	26	100	102	16	101	-15	nt	99	16	103	102
CCOC(=O)c1c(C)[nH]c(C(=O)CSc2nnnn2-c2ccc(C)cc2)c1C	15	95	104	18	103	-27	nt	101	10	103	103
CCCC(C)C(=O)Nc1cccc(NC(C)=O)c1 (stereo not given)	14	99	101	30	101	4	2	100	-4	101	100
CCn1c(N2CCC(C)CC2)nc2c1c(=O)n(C)c(=O)n2C	26	100	100	14	101	4	nt	99	-8	105	107
CC(C)NC(=S)N/N=C/c1cc(Br)ccc1O	11	97	100	9	99	-79	-24	99	-1	102	103
O=C(Nc1nc(-c2ccco2)c(-c2ccco2)s1)C1CC(=O)N(c2ccc3c(c2)OCCO3)C1 (stereo not given)	15	97	94	28	94	19	nt	94	75*	96	98
COc1cccc(-n2c(COc3ccccc3C)nnc2SCC(=O)O)c1	18	101	101	14	103	-7	nt	100	22	104	102
O=C(CCc1ccccc1)NNC(=O)C12CC3CC(CC(C3)C1)C2	8	100	98	29	99	-19	12	101	-11	104	101
CCNC(=O)C(C)Oc1ccc(Cl)cc1Cl (stereo not given)	9	95	100	21	100	-33	9	99	18	101	100
CC(C)c1ccccc1NC(=O)COc1ccc(C(=O)NCCc2ccccc2)cc1	17	103	99	9	99	-15	nt	97	13	102	101
CCOC(=O)c1c(C)[nH]c(C(=O)COC(=O)CSC)c1C	9	95	95	34	96	-5	nt	91	nt	89	94
CCOC(=O)N1CCN(C(=O)C(NC(=O)c2ccc(CC)cc2)C(C)C)CC1 (stereo not given)	11	99	97	42	99	-40	nt	95	-20	102	97
O=C(O)COc1ccc(/C=C/c2ccc3cccc([N+](=O)[O-])c3n2)cc1	12	97	90	4	94	23	-2	94	42	91	94
Cc1ccc(SCC(=O)Nc2ccc(N3CCOCC3)cc2)c(C)c1	11	106	103	17	103	-29	14	99	20	113	106
Cn1cc([N+](=O)[O-])c(C(=O)N(Cc2ccccc2)Cc2ccccc2)n1	16	99	102	13	105	-11	-20	102	2	105	103
COc1ccc(/C(O)=C2\C(=O)C(=O)N(CCN(C)C)C2c2cccc(OC)c2OC)cc1 (stereo not given)	11	103	101	24	105	-12	-9	106	26	114	109
COc1ccc(OC)c(NC(=O)C23CCC(C)(C(=O)C2)C3(C)C)c1 (stereo not given)	7	100	100	39	102	-30	-5	97	15	100	101

Compound activity (PubChem BioAssay)
